PREPL inh: inhibits the human prolyl oligopeptidase-like enzyme. Q4J6C6. recombinant PREPL, fluorescence polarization activity-based probe. inhibition, % at 5.96 µM. actives 0.68% (n = 320,000). AID 2751; in the data active = inhibition above about 43%;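 note: 0% = enzyme with DMSO and 100% = wells lacking enzyme; many of its hits are not listed in these tables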
Target sequence (Q4J6C6 whole entry, looked up): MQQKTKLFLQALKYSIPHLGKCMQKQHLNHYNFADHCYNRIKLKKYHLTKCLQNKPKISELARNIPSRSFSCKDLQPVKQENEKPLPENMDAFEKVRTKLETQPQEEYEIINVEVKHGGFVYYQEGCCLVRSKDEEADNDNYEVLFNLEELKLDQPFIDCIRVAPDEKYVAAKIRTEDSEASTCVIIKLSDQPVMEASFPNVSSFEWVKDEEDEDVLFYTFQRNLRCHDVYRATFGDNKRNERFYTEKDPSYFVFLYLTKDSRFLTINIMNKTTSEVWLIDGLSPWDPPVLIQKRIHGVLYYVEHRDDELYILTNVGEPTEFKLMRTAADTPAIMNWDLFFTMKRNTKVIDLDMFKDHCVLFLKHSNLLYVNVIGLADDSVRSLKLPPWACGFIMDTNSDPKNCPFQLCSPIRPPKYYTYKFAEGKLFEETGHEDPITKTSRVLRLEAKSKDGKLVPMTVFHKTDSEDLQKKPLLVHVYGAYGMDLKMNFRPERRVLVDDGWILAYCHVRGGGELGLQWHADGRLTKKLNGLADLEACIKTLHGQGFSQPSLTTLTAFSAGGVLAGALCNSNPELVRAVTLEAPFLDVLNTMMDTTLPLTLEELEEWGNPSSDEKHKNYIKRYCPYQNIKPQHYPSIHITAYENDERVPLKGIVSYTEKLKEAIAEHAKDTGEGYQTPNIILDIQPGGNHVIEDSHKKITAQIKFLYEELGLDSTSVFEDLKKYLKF
Efflux pump inh: blocks antifungal efflux pumps in multiplex yeast assay. S. cerevisiae Candida pump triplex, Nile Red efflux. inhibition, % at 10 µM. actives 0.44% (n = 330,000). AID 485275;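 active = plate passing quality check with inhibition over a set limit, or well fluorescence over plate mean plus 4 SD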;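 note: Nile Red retained in pooled yeast measured as flow cytometry median fluorescence; 0% = buffer negative control and 100% = Enniatin B positive control; higher means more Nile Red kept so more efflux inhibition; some compounds called inactive have numbers as strong as hits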
PP5 primary: blocks human protein phosphatase 5 activity; P53041; purified PP5c, OMFP substrate fluorescence; inhibition, % at 6.7 µM; actives 0.18% (n = 320,000); AID 1987;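 active = inhibition above the campaign's mean inhibition across all tested compounds plus 3 SD, cut at about 9.5% in these data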;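 note: 0% = DMSO only and 100% = 100 µM cantharidin control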
EBNA-1 inh: blocks EBNA-1 binding to DNA; EBNA-1 DNA binding, fluorescence polarization; inhibition, % at 14.8 µM; actives 0.34% (n = 300,000); AID 1950; in the data active = inhibition above about 28%
PP1 counter: PP1-alpha (human) inhibition in PP5 counter-screen; inhibition, % at 6.7 µM; actives 0.9% (n = 320,000); P62136; AID 2235; purified PP1alpha, OMFP fluorescence;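 active = inhibition above the mean inhibition of all tested compounds plus 3 SD, computed separately for each screening campaign, cut at about 15% in these data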
Fh CTSL1 inh: cathepsin L1 inhibition, PFM18AAP counter-screen; AID 1906; inhibition, % at 5.96 µM; actives 0.49% (n = 300,000); recombinant F. hepatica cathepsin L1, Z-Leu-Arg-MCA fluorescence;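 active = inhibition above the mean of all tested compounds plus 3 SD, set per screening campaign, cut at about 17% in these data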;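 note: 0% = plate median of test compound wells and 100% = 1 µM Z-Phe-Ala-diazomethylketone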
TPT1 inhibitor: C. albicans TPT1 enzyme inhibition; recombinant caTPT1, FP RNA substrate dephosphorylation; inhibition, % at 5 µM; actives 0.81% (n = 300,000);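 active = inhibition above the mean of all tested compounds plus 3 SD, set per screening campaign, cut at about 24% in these data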;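 note: plate controls were DMSO alone for no effect and ferristatin control at 100 nM for full effect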
HCV core dimer: HCV core protein dimerization inhibition; TR-FRET GST/Flag-core106 dimerization, 1536-well; inhibition, % at 5 µM; actives 0.33% (n = 300,000); AID 1899;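 active = inhibition above the mean of all tested compounds plus 3 SD, set per screening campaign, cut at about 45% in these data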
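Material: Tagged HCV core106 pair (GST and Flag) | Amount: GST-core106 13.5 nM, Flag-core106 17 nM | Medium: KF-containing HEPES buffer, pH 7.45, DTT, CHAPS, BSA | Reagent: Eu donor and XL665 acceptor anti-tag antibodies | Schedule: 4 h at 22.5 °C | Technique: Time-resolved FRET, ex 340 nm, em 617 and 671 nm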
ZTA counter: blocks Epstein-Barr virus ZTA, an EBNA-1 counter-screen; P03206; ZTA-DNA binding, fluorescence polarization; inhibition, % at 11 µM; actives 0.15% (n = 320,000); AID 2234; in the data active = inhibition above about 33%
Target sequence (P03206 whole entry, looked up): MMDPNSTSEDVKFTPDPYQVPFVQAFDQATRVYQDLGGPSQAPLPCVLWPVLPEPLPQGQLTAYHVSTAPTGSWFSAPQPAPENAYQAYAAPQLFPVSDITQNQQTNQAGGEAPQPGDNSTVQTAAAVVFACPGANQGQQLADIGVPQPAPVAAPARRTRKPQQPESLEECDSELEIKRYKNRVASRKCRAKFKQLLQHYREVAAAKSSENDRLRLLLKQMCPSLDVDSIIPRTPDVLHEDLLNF
* marks the source's active call; other numbers are inactive results; . = no result given. An excerpt; count on the stated rates, not on these rows.

compound	PREPL inh	Efflux pump inh	PP5 primary	EBNA-1 inh	PP1 counter	Fh CTSL1 inh	TPT1 inhibitor	HCV core dimer	ZTA counter
CC(=O)c1cc(C#N)c(SCc2ccccc2)nc1C	0	0.1	4.8	-1	5	1	1	-4	2
COc1cc(Cc2nccc3cc(OC)c(OC)cc23)c(NC(C)=O)cc1OC	0	0.1	0.3	-7	-5	-1	4	-71	6
O=C(Cn1c(CO)nc2ccccc21)NCc1ccc2c(c1)OCO2	-2	-0.1	-0.6	-1	-1	1	-4	-1	-6
N#CC1=C2N=C(N)c3ccccc3N2C2=C(C(=O)CCC2)C1c1ccccc1F (centres undefined)	13	-0.1	1.1	-8	1	0	-11	-5	-5
Cn1cnnc1SCC(=O)Nc1ccc(Oc2ccccc2)cc1	1	0.1	1.7	-7	-1	1	2	0	-17
O=C(CNC(=O)c1ccco1)Nc1cccc(Cl)c1	4	-0.1	-0.5	-5	-2	-5	0	4	-2
CCN(CC(=O)Nc1ccc(NC(C)=O)cc1)C(=O)Cc1ccc(S(=O)(=O)N2CCOCC2)s1	2	-0.1	-1.6	-4	-4	2	6	-1	-13
CCc1ccnc(NS(=O)(=O)c2ccc3c(c2)OCCO3)c1	-5	-0.1	-1.5	0	-7	-3	-2	2	-5
CC(C)Cn1c(N)c(C(=O)CSc2ccc3c(c2)OCCO3)c(=O)n(C)c1=O	6	-0.2	0.8	54*	0	-1	-4	-1	-6
C=CCn1c(SCc2nc3ccccc3[nH]2)nnc1-c1ccc(OC)cc1	22	0.1	-0.2	-2	-4	-2	0	1	5
Cc1nnsc1C(=O)N1CCCC(Nc2ccc(C(C)C)cc2)C1 (centres undefined)	8	0.0	-0.9	6	-2	0	-3	5	6
CCOC(=O)C1=C(CSc2nc(-c3ccccc3)ccc2C#N)OC(N)=C(C#N)C1c1ccc(OC)cc1 (centres undefined)	-36	0.3	3.9	-1	8	0	23	44	16
CSc1nsc(SC)c1NC(=O)OC1CCCCC1	16	-0.1	0.2	12	-1	2	-5	8	-4
COc1ccc(NS(=O)(=O)c2cccc(C(=O)NNC(=O)c3cccc(NC(C)=O)c3)c2)cc1	-8	0.1	0.1	-5	-1	1	3	-2	-2
CN1CCN(C2=Cc3cc(Cl)ccc3Sc3cc(F)ccc32)CC1	14	0.1	4.3	1	9	5	-4	0	15

The final 4 entries of the part before open the next one.
compound	PREPL inh	Efflux pump inh	PP5 primary	EBNA-1 inh	PP1 counter	Fh CTSL1 inh	TPT1 inhibitor	HCV core dimer	ZTA counter
CCOC(=O)C1=C(CSc2nc(-c3ccccc3)ccc2C#N)OC(N)=C(C#N)C1c1ccc(OC)cc1 (centres undefined)	-36	0.3	3.9	-1	8	0	23	44	16
CSc1nsc(SC)c1NC(=O)OC1CCCCC1	16	-0.1	0.2	12	-1	2	-5	8	-4
COc1ccc(NS(=O)(=O)c2cccc(C(=O)NNC(=O)c3cccc(NC(C)=O)c3)c2)cc1	-8	0.1	0.1	-5	-1	1	3	-2	-2
CN1CCN(C2=Cc3cc(Cl)ccc3Sc3cc(F)ccc32)CC1	14	0.1	4.3	1	9	5	-4	0	15
CC(C)CNS(=O)(=O)c1ccc(CCC(=O)NCCc2ccccc2)cc1	13	-0.1	-0.9	10	-2	7	-2	-4	7
CCOC(=O)N1CCN(S(=O)(=O)c2c(C)nc3sccn3c2=O)CC1	0	-0.1	-1.4	3	-2	-2	-1	1	-6
COc1ccc(CCNC(=O)C/C(C)=N/NC(=O)C2CCCCC2)cc1OC	13	-0.6	3.3	5	-1	5	-2	-11	-16
COc1ccc(N2CC(O)=C(c3nc4ccccc4s3)C2=N)cc1	2	-0.1	-1.6	53*	0	2	-1	3	-9
COC(=O)C1CN(C(=O)COc2cc(C)c(Cl)c(C)c2)c2ccccc2O1 (centres undefined)	1	0.0	2.2	3	3	2	-4	11	-13
S=c1[nH]nc(COc2ccccc2)n1/N=C/C=C/c1ccco1	8	-0.1	3.3	-2	-1	-1	0	3	-5
CCCCn1c(=O)[nH]c(=O)c2c1nc(COC(=O)c1c(C)noc1C)n2CCC	6	-0.1	1.5	-1	-1	-2	-1	-3	-19
CC(C)CN(C(=O)CSc1nc2ccccc2c(=O)n1C)C1CCS(=O)(=O)C1 (centres undefined)	12	0.1	3.5	.	2	.	.	.	-24
Cc1nc2ccccc2c(=O)n1/N=C/c1ccncc1	-2	-0.1	-6.1	-11	-5	18*	-2	-5	-27
Cc1sc(NC(=O)c2ccco2)c(CN2CCN(c3ccccc3)CC2)c1C	16	0.2	3.3	-9	1	3	3	6	1
O=C(CNC(=O)[C@@H]1Cc2ccccc2CN1)Nc1ccc2c(c1)OCO2	17	0.3	0.2	-5	0	-5	2	7	14
COc1ccc(S(=O)(=O)N2CCCC2CNC(=O)c2cccc(OC)c2)cc1 (centres undefined)	1	0.0	1.0	-3	-4	1	-2	-2	5
Cc1ccc(N2C(=O)C(O)(C(F)(F)F)C3=C2CC(C)(C)CC3=O)cc1C (centres undefined)	3	0.1	0.5	10	-2	4	0	-1	-3
Cc1ccccc1C(=O)N1CCC(C(=O)Oc2ccc(C#N)cc2)CC1	1	0.2	1.5	2	-3	3	1	-3	3
CC(C)CNc1nnnc2c1sc1nc(N3CCOCC3)c3c(c12)CC(C)(C)SC3	0	-0.1	-1.3	6	4	3	-1	10	7
CN1C(=O)CC(Sc2ncccc2C(=O)O)C1=O (centres undefined)	-2	-0.1	1.9	-1	-1	1	-1	-7	-10
CC(C)Oc1ccc(C(=O)OCC(=O)NC2CCCCCC2)cc1	1	0.0	3.7	.	0	.	.	.	4
Cc1nc(C(C)NC(=O)CCc2nnc(Cc3c[nH]c4ccccc34)o2)cs1 (centres undefined)	11	-0.2	-1.3	-4	-2	7	1	2	5
Cc1ccc(-c2c(C(=O)Nc3ccccc3C)c(C)[nH]c(=S)c2C#N)o1	15	-0.1	2.5	4	4	0	8	41	5
C/C(CC(=O)NCc1ccco1)=N\NC(=O)COc1ccc(C)cc1	6	-0.1	1.6	2	0	0	3	-6	-7
COc1ccc(S(=O)(=O)N2CCOCC2)cc1N(C)S(=O)(=O)c1ccc(C)cc1	5	0.5	-2.0	-5	-2	0	1	-1	-10
Cc1ccc(S(=O)(=O)NCc2cccnc2)s1	14	0.5	0.9	-6	-2	-1	6	-2	8
COC(=O)c1sccc1NC(=O)c1cc(-c2ccc(C)cc2)nc2ccccc12	-1	-0.8	-0.3	4	-4	2	-2	5	15
O=c1[nH]c(SCc2ccccc2)nnc1-c1ccccc1	-3	0.0	3.1	5	-6	3	-1	4	11
CC1=C(SCCC#N)S/C(=C2\SC(C)=C(SCCC#N)S2)S1	10	0.0	-1.4	-4	-4	1	0	0	-8
Clc1ccc(-n2nnnc2-c2cnc3ccccc3c2-c2ccccc2)cc1	11	0.2	2.8	-6	5	11	2	8	2
NC(=NCCc1c[nH]c2ccccc12)NS(=O)(=O)c1ccc2ccccc2c1	-40	0.3	2.9	1	2	0	-4	3	8
Nc1nnc(SCCOc2cccc(Br)c2)s1	-1	-0.1	1.8	1	1	0	1	-5	-25
Cc1nn(Cc2ccccc2)c(Cl)c1C(=O)OCc1nnc(-c2ccc(Cl)cc2)o1	-7	-0.2	-0.1	9	10	-4	0	9	16
CCc1cc(Cn2nc(-c3ccccc3C)cc2C(=O)O)on1	0	-0.2	1.1	.	-7	.	.	.	-4

Printed as active in EBNA-1 inh (from the list above):
SMILES	PREPL inh	Efflux pump inh	PP5 primary	EBNA-1 inh	TPT1 inhibitor	HCV core dimer
CC(C)Cn1c(N)c(C(=O)CSc2ccc3c(c2)OCCO3)c(=O)n(C)c1=O	6	-0.2	0.8	54*	-4	-1
COc1ccc(N2CC(O)=C(c3nc4ccccc4s3)C2=N)cc1	2	-0.1	-1.6	53*	-1	3

New compounds follow.
compound	PREPL inh	Efflux pump inh	PP5 primary	EBNA-1 inh	PP1 counter	Fh CTSL1 inh	TPT1 inhibitor	HCV core dimer	ZTA counter
CCN1CCc2c(sc(NC(=O)c3ccc4ccccc4c3)c2C(N)=O)C1	30	0.2	2.9	4	2	2	65*	0	1
CC(C)N(C(=O)Cn1c(-c2cccnc2)ccc(C#N)c1=O)C(C)C	-22	-0.2	-0.4	-1	-1	-4	-3	-9	-8
O=C(/C=C/c1ccccc1[N+](=O)[O-])NCc1ccncc1	3	0.0	-1.5	6	-7	-1	-4	3	-6
CCc1nnc(NC(=O)C2CCCCC2)s1	7	0.0	2.9	6	2	-2	-1	-2	6
C=CCNC(=O)CSc1nnc(C(CC)N(C)C)n1C1CCCCC1 (centres undefined)	-5	0.0	0.5	7	0	-3	-3	1	10
COc1ccc(C(=O)Nc2ccccc2C(=O)NC(Cc2ccc(O)cc2)C(=O)NNC(=O)c2ccncc2)cc1 (centres undefined)	3	0.1	1.2	-1	-3	-1	-2	15	4
CCn1c(SCC(=O)N2CCCc3ccccc32)nc2cccnc21	4	-0.1	2.8	-4	0	4	2	0	3
COc1ccc(C)cc1NC(=O)c1ccc(-c2ccc(C(C)=O)cc2)o1	7	0.2	-0.2	-8	2	0	2	14	-3
CNc1cnn(-c2ccc(C)cc2)c(=O)c1Cl	-10	0.0	0.6	2	-3	-3	1	-2	-6
Cc1ccc2cc(C#N)c(NCCNC(=O)C3CCC3)nc2c1C	-19	-0.1	2.1	-7	-3	-1	0	3	4
CCOc1ccccc1C(=O)NC(C)c1ccc2c(c1)OCO2 (centres undefined)	5	-0.4	0.7	10	-3	-5	-4	-1	5
O=S(=O)(c1cccs1)N1CCC(Cc2ccccc2)CC1	-4	0.0	0.2	-7	5	2	2	1	-2
Cc1ccc(C)c(S(=O)(=O)N2CCN(C(=O)c3ccc(N4CCCC4)c([N+](=O)[O-])c3)CC2)c1	10	0.2	4.2	-13	2	2	1	13	-3
Cc1ccccc1NC(=O)CCC(=O)N/N=C/c1ccncc1	6	0.3	3.9	-6	-5	4	0	4	13
Cc1coc2c(C)c3oc(=O)c(CCC(=O)NCCCN4CCCC4=O)c(C)c3cc12	6	-0.1	0.6	1	2	1	2	3	1
COC(C/C=C\[C@H](O)[C@H](C)OCc1ccccc1)OC	-2	0.1	5.1	1	-2	-1	2	-6	-9
O=S1(=O)CC(O)C(Nc2ccccc2)C1 (centres undefined)	2	-0.1	-0.3	11	-3	-4	-8	2	1
CCCc1[nH]nc2c1C(CCc1ccccc1)C(C#N)=C(N)O2 (centres undefined)	-3	-0.1	3.6	-10	0	-1	2	7	2
CN1CCN(CCC(=O)Nc2ccc(OCc3ccccc3)cc2)CC1	21	0.0	0.5	0	-1	-3	-3	-4	-17
CNCCCCOc1ccccc1-c1ccccc1	-2	-0.1	-0.1	3	-1	3	-1	1	-4
